From PubChem BioAssay
PhoP GFP inhibition: PhoP regulon inhibitors, Salmonella typhi PhoP promoter GFP reporter, confirmatory (AID 1850) | Salmonella Typhi PhoP-promoter GFP reporter, fluorescence, 4 h; higher % means a stronger effect | inhibition, % at 50 µM, or IC50 in µM where a hit was titrated | 310,000 tested, 0.33% active; in the data active = a potency from the dose series; inconclusive = inhibition mostly from about 25% at the one dose, without a potency; inactive = the rest, 99 in 100 with inhibition below about 19%;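 note: 0% = induced wells with vehicle and 100% = uninduced wells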
H1N1 NS1A inhibition: H1N1 influenza NS1A inhibitors, functional cell based assay (AID 504329). one-dose inhibition, % at 12.5 µM; IC50 in µM for titrated hits. 340,000 tested, 0.3% active. NS1A functional cell-based assay, percent inhibition; higher % means a stronger effect; in the data active = a potency from the dose series; inconclusive = inhibition above about 27% without an active follow-up result; note: strong numbers were not always called active
H37Rv inhibition: M. tuberculosis growth inhibition, HTS (AID 449762); inhibition, % at 25 µM, or IC50 in µM where a hit was titrated; 330,000 tested, 0.59% active; M. tuberculosis H37Rv growth inhibition, 7H9 media; higher % means a stronger effect; in the data active = a potency from the dose series; inconclusive = inhibition above about 70% without an active follow-up result;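 note: bacterial growth assessed after seven days of incubation; strong numbers were not always called active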
M. tuberculosis: growth inhibition of non-replicating M. tuberculosis (AID 488890); one-dose inhibition, % at 25 µM; IC50 in µM for titrated hits; 320,000 tested, 0.39% active; Mycobacterium tuberculosis non-replicating, growth inhibition; higher % means a stronger effect; in the data active = a potency from the dose series; inconclusive = inhibition mostly from about 82% at the one dose, without a potency; inactive = the rest, 99 in 100 with inhibition below about 76%;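 note: plate controls were DMSO cells for no effect and high antibiotic wells for full effect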
VEEV TC-83 Vero: inhibitors of VEEV TC-83 cytopathic effect, confirmation, Vero cells (AID 588727). Vero cells, VEEV TC-83 cytopathic effect inhibition; higher % means a stronger effect. inhibition, % at 20 µM; hits with a dose series show IC50 in µM. 350,000 tested, 0.13% active; in the data active = a potency from the dose series; inconclusive = inhibition mostly from about 14% at the one dose, without a potency; inactive = the rest, 99 in 100 with inhibition below about 12%; note: strong numbers were not always called active
VEEV TC-83 Vero 10K pilot screen: recorded beside VEEV TC-83 Vero, whose call it bears; inhibition, %; measured here: 10K pilot screen inhibition
* = called active by the depositor; i = inactive; ? = inconclusive; . = not tested or not shown.

SMILES | PhoP GFP inhibition | H1N1 NS1A inhibition | H37Rv inhibition | M. tuberculosis | VEEV TC-83 Vero | others
CCOC(=O)c1sc(NC(=O)CSc2nnnn2-c2ccccc2)c(C(=O)OCC)c1C | 6.3% | -6.9% | 3.5% | 9.5% | 0.7%
Cn1nnnc1NCc1cccc(Cl)c1Cl | 5.2% | -6.0% | -4.7% | 7.0% | 2.7%
CNS(=O)(=O)c1ccc(NC(=O)Nc2ccc3c(c2)OCO3)cc1 | -3.8% | -3.4% | -1.9% | -5.2% | i
COc1ccc(Cn2cc([N+](=O)[O-])nc2C)cc1[N+](=O)[O-] | 3.0% | -2.5% | 0.3% | 2.4% | 1.3%
Oc1ccccc1-[n+]1c(-c2ccccc2)cc(-c2ccccc2)c(O)c1-c1ccccc1 | 2.2% | 0.9% | -3.6% | 35.4% | 4.1%
O=C(NC1CCCC1)C1CC(=O)N(c2ccccc2)C1 (stereo unspecified) | 2.4% | -8.1% | -5.9% | -14.9% | 2.0%
O=C(Nc1ccc2c(c1)OCO2)C1CC(=O)N(c2ccc(F)cc2)C1 (stereo unspecified) | 3.4% | 1.1% | 0.3% | 4.7% | 2.2%
COCCn1c(SCC(=O)N2CCCC2)nnc1-c1ccco1 | 3.5% | -11.9% | -0.5% | -10.3% | i
O=C(C1CCCN(Cc2ccc(F)cc2)C1)N1CCCCC1 (stereo unspecified) | -3.6% | -3.0% | -2.9% | 16.6% | 0.9%
COCCN(C(=O)CCN1C(=O)C2CC=CCC2C1=O)c1c(N)n(CC(C)C)c(=O)[nH]c1=O (stereo unspecified) | . | -10.2% | -9.5% | -5.6% | 2.4%
O=C(CCn1c(=O)[nH]c2ccsc2c1=O)N1CC(=O)N(CCc2ccccc2)C(=O)C1 | -1.4% | -5.6% | -1.1% | 8.5% | i | VEEV TC-83 Vero 10K pilot screen=1.2
O=P(O)(c1ccc(Cl)cc1)c1ccc(Cl)cc1 | -8.8% | -7.0% | -2.2% | 15.0% | i | VEEV TC-83 Vero 10K pilot screen=0.8
CCOc1ccc(C2Sc3ccccc3NC3=C2C(=O)OC3)cc1 (stereo unspecified) | 6.7% | -0.5% | -2.8% | 8.0% | 2.1%
O=C1NS(=O)c2cc([N+](=O)[O-])cc([N+](=O)[O-])c21 (stereo unspecified) | -5.0% | -2.2% | 4.0% | -12.9% | 0.9%
CC(C)(C)OC(=O)CNC(=O)c1[nH]cnc1C(=O)N[C@@H](Cc1ccccc1)C(=O)OC(C)(C)C | -9.8% | 1.7% | -1.4% | 49.6% | 6.5%
CN1CCc2c(sc3c2c(=O)n(-c2ccccc2)c2nnc(SCc4ccccc4)n32)C1 | -7.9% | 2.4% | 18.8% | 23.5% | 5.6%
Cc1[nH]c2ccccc2c1C(=O)CSC(=S)N1CCN(C)CC1 | -0.9% | 1.2% | 7.0% | 22.6% | 8.3%
O=S(=O)(O/N=C1\CCCc2ccccc21)c1ccc(Cl)cc1 | 5.4% | 6.8% | -4.3% | -5.8% | 0.5%
Oc1c(I)cc(Cl)c2cccnc12 | 9.4µM* | -16.7% | ? | ? | 27.9%
Cc1c(-c2nn(C)c(=O)c3ccccc23)oc2ccc(F)cc2c1=O | -3.9% | -0.6% | 0.5% | 42.0% | 1.7%
CNS(=O)(=O)c1cc(Nc2ncnc3sccc23)ccc1C | 0.8% | 3.7% | -5.4% | -6.4% | 5.7%
CN(C(=O)c1ccoc1)c1ccc2ccccc2c1 | -2.1% | -3.2% | 5.5% | 4.6% | 5.0%
Cc1cc(C)cc(N2C(=O)C3CC=CCC3C2=O)c1 (stereo unspecified) | -2.3% | 2.5% | 3.8% | -15.6% | 5.2%
COC(=O)c1sccc1NC(=O)COc1ccc(F)cc1Cl | -5.8% | -5.6% | 2.9% | -2.8% | i
O=C(CSc1nc2ccccc2o1)Nc1nc2ccc(Br)cc2s1 | 0.6% | -9.6% | -0.8% | 9.9% | 1.3%

Carrying on.
SMILES | PhoP GFP inhibition | H1N1 NS1A inhibition | H37Rv inhibition | M. tuberculosis | VEEV TC-83 Vero | others
COCCN1C(=O)c2oc3ccccc3c(=O)c2C1c1ccc(C(=O)OC)cc1 (stereo unspecified) | 0.0% | 8.1% | -0.2% | 11.9% | i
Cc1nc(N2CCN(c3ccccn3)CC2)c2c(C)c(C(=O)Nc3c(F)cc(F)cc3Br)sc2n1 | 3.0% | -1.0% | ? | 52.9% | 11.2%
COc1ccc(OC)c(C2SCCN2S(=O)(=O)c2cccc(C(F)(F)F)c2)c1 (stereo unspecified) | -7.2% | -5.2% | -1.6% | 4.0% | 0.6%
Cc1ccc(S(=O)(=O)N(C)c2ccc(C(=O)NCc3ccccn3)cc2)cc1 | -14.4% | -8.1% | 1.0% | -15.4% | i
NC(=O)CSc1cn(Cc2ccc(F)cc2)c2ccccc12 | -1.7% | -0.1% | 1.8% | 16.6% | 1.4%
COc1ccc(CN2CCNC(=O)C2CC(=O)N(Cc2nccn2C)C(C)C)c(OC)c1 (stereo unspecified) | 10.7% | -6.5% | -11.7% | -8.9% | 0.6%
CNC(=O)c1ccc(-c2ccc(F)cc2)s1 | 4.1% | -21.5% | -12.3% | 9.3% | 7.5%
Cc1ccc(/C(C#N)=C\c2ccc(N3CCOCC3)o2)cc1 | 2.1% | 5.0% | 64.3% | 45.6% | i
Cc1ccc(Cn2c(NCCCn3ccnc3)nc3c2c(=O)n(C)c(=O)n3C)cc1 | -10.9% | -5.6% | -1.0% | -1.8% | i
Cc1nn(C(C)C(=O)N/N=C/c2ccc(N(C)C)cc2)c(C)c1[N+](=O)[O-] (stereo unspecified) | -4.0% | -22.5% | -0.8% | 8.8% | 0.6%
O=C(Nc1ccc2c(c1)oc1ccccc12)c1ccc(Br)o1 | -10.3% | -1.5% | ? | 52.5% | 6.8%
C/C(=N\NC(=O)CNC(=O)c1cccnc1)c1cccc(O)c1 | 9.5% | 25.6% | -6.5% | -9.6% | 0.8%
COc1ccc(Cc2nnc(SC)[nH]c2=O)cc1 | 3.5% | -6.1% | 15.4% | -0.5% | 1.6%
Cc1ccc(C(=O)Nc2ccn(Cc3ccc(F)cc3)n2)o1 | -1.9% | 2.5% | -4.0% | 22.4% | 0.2%
CC(C)(Cc1ccc(O)cc1)NC(=O)CC(=O)N=Nc1c(O)[nH]c2cc(Br)ccc12 | 2.6% | 3.9% | -1.3% | 15.0% | 9.1%
COc1ccc2nc(SCC(=O)NCC3CCCO3)c(C#N)cc2c1 (stereo unspecified) | -5.1% | -5.3% | 2.9% | -1.6% | i
CC(=O)NC(=S)c1c(N)n(Cc2ccccc2)c(=O)n(C)c1=O | -11.0% | . | -1.0% | 9.8% | .
COCCCN(C(=O)c1ccc(-c2ccc(C(C)=O)cc2)o1)c1c(N)n(CC(C)C)c(=O)[nH]c1=O | . | -10.7% | . | . | 5.8%
COc1ccc(S(=O)(=O)N2CCC(C(=O)NCc3ccccn3)CC2)cc1OC | -3.2% | -5.8% | -2.3% | -7.8% | 0.6%
Cn1c(=O)[nH]c(=O)c2c1nc(Br)n2CC(O)COCc1ccccc1 (stereo unspecified) | -7.6% | -4.5% | -5.6% | -2.5% | 6.3%
CCC(=O)Oc1ccc(C2N(C(=O)CC)CCN2S(=O)(=O)c2ccc(C)cc2)cc1OC (stereo unspecified) | -9.6% | 5.8% | 9.5% | 17.6% | 1.6%
COc1cc(NS(=O)(=O)c2ccc(N/C=C\C(=O)c3ccc(F)cc3)cc2)nc(OC)n1 | 6.4% | 20.9% | 2.8% | 62.8% | 3.5%
CNCc1ccccc1Sc1cc(O)ccc1O | -8.6% | 8.8% | -9.8% | 5.19µM* | 9.4%
CCc1nc2ccccc2nc1N1CCN(S(=O)(=O)c2ccccc2)CC1 | -16.4% | . | 4.5% | 14.8% | 7.1%
COc1ccc(NC(=O)[C@H](C)NC(=O)C2CCN(S(=O)(=O)c3ccc(OC)cc3)CC2)cc1 | 5.7% | 2.6% | 2.4% | 6.6% | 1.3%

Following part.
SMILES | PhoP GFP inhibition | H1N1 NS1A inhibition | H37Rv inhibition | M. tuberculosis | VEEV TC-83 Vero | others
COC(=O)C1CCN(C(=O)COC(=O)CNC(=O)c2ccc(Cl)cc2Cl)CC1 | . | -1.6% | -2.5% | 2.5% | i
CCOC(=O)c1ccoc1CSCC(=O)N1CCN(S(=O)(=O)c2ccc(C)cc2)CC1 | -10.6% | 3.1% | -0.3% | 7.5% | 5.7%
CC1CN(C(=O)C2(C)CC2(Cl)Cl)CC(C)O1 (stereo unspecified) | 3.5% | 0.1% | -1.6% | -1.0% | 1.3%
Nc1ccc(-n2cc(-c3ccccc3)[nH]c2=S)cc1 | 14.3% | 8.1% | 0.8% | -35.2% | 0.9%
CCOC(=O)c1c(/N=C/C2C(=O)NC(=O)NC2=O)sc2c1CCC2 | -10.7% | -3.5% | 6.6% | -14.6% | 0.5%
O=C(Cn1cnc2cc([N+](=O)[O-])ccc2c1=O)Nc1ccc(Br)cc1 | 20.9% | -0.4% | -1.7% | 59.6% | 3.5%
Cc1ccc(C(=O)n2nc(-c3cccnc3)nc2N)cc1 | 1.5% | -4.6% | 1.6% | -13.7% | i
COc1ccc(Cn2c(=O)[nH]c3cc(C(=O)N4CCN(c5ccccn5)CC4)ccc3c2=O)cc1 | -5.7% | -10.7% | 9.7% | 0.6% | 1.8%
Cc1cc(C)n(-c2nc3c(c(=O)n(C)c(=O)n3C)n2C)n1 | -0.1% | -5.0% | -8.2% | 1.6% | 1.8%
CCCC(C)c1nnc(NC(=O)CCS(=O)(=O)Cc2ccccc2)s1 (stereo unspecified) | 5.0% | 4.9% | 5.1% | 42.7% | 2.2%
Cc1ccc2c(c1)c1c(c(=O)n(-c3ccccc3C)c(=O)n1CC(=O)NCC1CCCO1)n2C (stereo unspecified) | 8.1% | 0.0% | 4.1% | -0.8% | 2.4%
CCCCOC(=O)Nc1nnc(/C=C/c2ccc(OC)cc2)s1 | -1.7% | -1.4% | 9.8% | 19.5% | 0.6%
COc1ccc(C2=NOC(Cn3nc(C(=O)NCc4cccc(C(F)(F)F)c4)cc3-c3ccccc3)C2)cc1 (stereo unspecified) | 4.0% | 15.1% | -2.4% | -4.3% | 0.2%
Cc1oc(-c2ccccc2F)nc1CS(=O)(=O)CC(=O)N1CCc2ccccc21 | 5.4% | 6.2% | -5.5% | -19.1% | 0.9%
O=C(COc1ccc(C(=O)c2ccccc2)cc1)Nc1ncccc1O | 0.2% | -5.2% | ? | ? | 1.4%
CCC(C)Nc1nc(Cl)nc(NCCOc2ccccc2)n1 (stereo unspecified) | -10.2% | -3.3% | 5.4% | 4.6% | 6.3%
Cn1c(O)c(/C=N/N2CCCCC2)c(=O)[nH]c1=O | 7.2% | 2.3% | -3.6% | -21.1% | 1.4%
O=C(NCc1ccco1)C1CCCN1C(=O)Nc1ccccc1[N+](=O)[O-] (stereo unspecified) | 1.4% | -6.6% | 2.8% | -9.3% | 0.9%
COc1cccc(C(=O)Nc2nc(-c3ccncc3)cs2)c1 | -3.6% | 13.0% | 59.0% | 65.0% | 0.7% | VEEV TC-83 Vero 10K pilot screen=6.8
COc1ccc(N2CCN(S(=O)(=O)CCNC(=O)COc3ccc(Cl)cc3)CC2)cc1 | 4.6% | 1.6% | -3.4% | 3.7% | 3.2%
CC1CCN(S(=O)(=O)c2cccc(C(=O)Nc3nccs3)c2)CC1 | -5.9% | -7.3% | -4.5% | 13.6% | 1.1%
CC(=O)Nc1ccc(NC(=O)CSc2ncc(C(=O)Nc3ccccc3)c(=O)n2C)cc1 | -5.2% | -6.5% | 34.8% | -6.9% | 3.9%

5 structures already listed, arranged by formula weight, ascending:
SMILES | PhoP GFP inhibition | H1N1 NS1A inhibition | H37Rv inhibition | M. tuberculosis | VEEV TC-83 Vero | others
CC1CN(C(=O)C2(C)CC2(Cl)Cl)CC(C)O1 (stereo unspecified) | 3.5% | 0.1% | -1.6% | -1.0% | 1.3%
Cc1ccc(C(=O)n2nc(-c3cccnc3)nc2N)cc1 | 1.5% | -4.6% | 1.6% | -13.7% | i
CCC(C)Nc1nc(Cl)nc(NCCOc2ccccc2)n1 (stereo unspecified) | -10.2% | -3.3% | 5.4% | 4.6% | 6.3%
CCCC(C)c1nnc(NC(=O)CCS(=O)(=O)Cc2ccccc2)s1 (stereo unspecified) | 5.0% | 4.9% | 5.1% | 42.7% | 2.2%
COc1ccc(N2CCN(S(=O)(=O)CCNC(=O)COc3ccc(Cl)cc3)CC2)cc1 | 4.6% | 1.6% | -3.4% | 3.7% | 3.2%
